Screening data from PubChem.
EBI2 antag = EBI2 (human) antagonism | actives 0.81% (n = 360,000) | EBI2 beta-arrestin recruitment, luminescence, 7a,25-OHC stimulated | AID 651636 | inhibition, % at 5 µM | P32249; in the data active = inhibition above about 38%;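 also: enzyme fragment complementation signal reports receptor beta-arrestin coupling in cells; 0% = agonist plus DMSO wells and 100% = wells without agonist; some results beyond the cut were filed as inactive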
Gli-Sufu block = blocks Gli-Sufu signaling in a luciferase reporter; Sufu-KO-LIGHT fibroblasts, Gli luciferase reporter luminescence; inhibition, % at 5 µM; actives 0.74% (n = 340,000); AID 588413;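 active = inhibition above about 55%, limit read from the data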;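 also: 0% = DMSO-treated cells and 100% = wells with medium but no cells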
UBC13 polyUb = human UBC13 polyubiquitination inhibition; P61088; AID 485273; inhibition, % at 20 µM; actives 0.47% (n = 330,000); UBC13 polyubiquitin chain formation, TR-FRET; in the data active = inhibition above about 45%, passing the limit was not always enough
Target sequence (P61088 whole entry, looked up): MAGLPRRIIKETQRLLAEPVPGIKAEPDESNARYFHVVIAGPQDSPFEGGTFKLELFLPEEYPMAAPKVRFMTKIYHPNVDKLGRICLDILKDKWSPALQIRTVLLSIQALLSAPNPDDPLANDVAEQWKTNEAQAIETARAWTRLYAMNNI
APJ antag = APJ receptor antagonism | P35414 | CHO-K1 APJ beta-arrestin complementation, luminescence | inhibition, % at 20 µM | actives 0.32% (n = 330,000) | AID 2521;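 active = inhibition above about 40% at 20 µM, limit read from the data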;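 also: cells challenged with 10 nM apelin-13 agonist together with compound; plate controls were apelin-13 plus DMSO wells for no effect and DMSO wells lacking apelin-13 for full effect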
CCR6 antag = blocks CCL20-driven beta-arrestin recruitment at human CCR6 | P51684 | inhibition, % at 20 µM | actives 0.49% (n = 340,000) | CHO-K1 CCR6 PathHunter beta-arrestin, luminescence, CCL20-stimulated;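 active = compounds whose inhibition of the agonist-driven luminescence signal at 20 µM reaches about 50%, limit read from the data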;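 also: cells stimulated with CCL20 at 14 nM final; plate controls were DMSO with CCL20 for no effect and DMSO without agonist for full effect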
Target sequence (P51684 whole entry, looked up): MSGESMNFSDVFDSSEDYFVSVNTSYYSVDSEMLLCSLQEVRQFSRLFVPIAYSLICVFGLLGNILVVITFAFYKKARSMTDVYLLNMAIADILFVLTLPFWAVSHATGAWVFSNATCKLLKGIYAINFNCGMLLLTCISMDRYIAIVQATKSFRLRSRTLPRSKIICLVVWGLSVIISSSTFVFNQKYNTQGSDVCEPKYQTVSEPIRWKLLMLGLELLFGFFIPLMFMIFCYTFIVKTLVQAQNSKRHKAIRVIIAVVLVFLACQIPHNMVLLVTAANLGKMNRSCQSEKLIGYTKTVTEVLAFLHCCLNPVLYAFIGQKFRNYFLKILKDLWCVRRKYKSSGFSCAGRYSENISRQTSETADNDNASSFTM
Jurkat NFkB inh = lowers PMA/ionomycin-induced NF-kB signal in Jurkat cells | AID 435003 | PMA/ionomycin-induced NF-kB luciferase reporter, luminescence | actives 0.53% (n = 330,000) | inhibition, % at 4 µM; in the data active = inhibition above about 50%
CXCR6 inh = CXCR6 (human) receptor inhibition; O00574; CHO-K1 PathHunter CXCR6 beta-arrestin, luminescence; inhibition, % at 20 µM; actives 0.36% (n = 360,000); in the data active = inhibition above about 34%, passing the limit was not always enough;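 also: antagonist mode with CXCL16 agonist at 10 nM final; 0% = 10 nM CXCL16 with DMSO and 100% = unstimulated wells without agonist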
Target sequence (O00574 whole entry, looked up): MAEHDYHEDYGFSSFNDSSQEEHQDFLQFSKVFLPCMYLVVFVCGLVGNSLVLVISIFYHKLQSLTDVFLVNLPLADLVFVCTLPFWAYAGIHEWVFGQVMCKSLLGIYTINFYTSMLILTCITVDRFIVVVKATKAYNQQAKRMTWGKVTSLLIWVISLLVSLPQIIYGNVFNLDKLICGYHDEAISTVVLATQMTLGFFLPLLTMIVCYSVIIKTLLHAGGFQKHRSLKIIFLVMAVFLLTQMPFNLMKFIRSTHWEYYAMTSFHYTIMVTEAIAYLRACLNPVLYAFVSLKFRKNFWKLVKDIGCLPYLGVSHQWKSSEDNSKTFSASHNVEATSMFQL
697 NFkB inh = lowers PMA/ionomycin-induced NF-kB signal in 697 B cells. 697 B-cell NF-kB luciferase reporter, 16 h. inhibition, % at 4 µM. actives 0.33% (n = 330,000); in the data active = inhibition above about 35%
An asterisk follows results filed as active; . = not tested or not shown.

#	canonical_smiles	EBI2 antag	Gli-Sufu block	UBC13 polyUb	APJ antag	CCR6 antag	Jurkat NFkB inh	CXCR6 inh	697 NFkB inh
1	Nn1c(SCC(=O)Nc2ccc3c(c2)OCO3)nnc1C1CCCCC1	-8	0	7	-17	5	9	9	24
2	O=C(CCCC(=O)N1CCCc2ccccc21)N1CCCc2ccccc21	4	9	4	-12	6	-2	-2	4
3	N#Cc1nnn(-c2cc(Cl)cc(Cl)c2)c1N	-12	9	2	0	-1	0	5	6
4	O=C(NNc1cc(N2CCOCC2)nc(N2CCOCC2)n1)C12CC3CC(CC(C3)C1)C2	-1	-3	6	-7	16	12	2	6
5	O=C(Cc1ccccc1)Nc1ccc(Cl)cn1	-2	-11	-1	9	9	0	8	-7
6	O=S(=O)(Nc1ccc(Br)cn1)c1ccc(Cl)s1	-4	-13	1	11	6	27	-8	9
7	Cc1cc(C)c(NC(=S)NCCCSC2CCCCC2)c(C)c1	-5	8	6	4	29	6	14	8
8	O=C(NCc1ccccc1Cl)C1CCC(=O)N1Cc1ccc(F)cc1 (stereo not drawn)	-12	-1	0	3	7	-21	-6	-10
9	Cc1ccc2c(c1)N(CC(=O)NCCc1c[nH]c3ccccc13)C(=O)CO2	-7	0	2	6	-16	-1	1	1
10	COc1ccc(OC)c(C(=O)c2ccc(C(=O)N3CCCCC3)cc2)c1	-19	-2	-5	-4	2	-16	4	4
11	CCc1cccc2c(C#N)cn(CC(=O)NCCOC)c12	9	10	-16	-1	1	-22	-5	-32
12	CCN(CC)CCOCCn1c(C)ccc1C	-10	2	.	.	-4	.	-7	.
13	CCc1cccc(N(C(=O)c2csnn2)C(C(=O)NC(C)(C)C)c2ccccn2)c1 (stereo not drawn)	-10	-2	0	10	9	-3	-4	17
14	Cc1ccc(OCCCN2CCCC2)c(C)c1	-8	-1	-5	18	1	-2	2	2
15	COCCCNC(=O)CC1C[C@H](C(=O)N2CCCCC2)[C@@]2(C)c3[nH]c4ccc(OC)cc4c3CCN2C1=O (stereo partly drawn)	-6	2	.	.	12	.	-1	8
16	CN(C(=O)CN1C(=O)c2ccccc2S1(=O)=O)c1ccccc1C(=O)O	1	1	-10	5	1	2	1	-3
17	O=C(N1CCN(c2ccccn2)CC1)N1c2ccccc2Sc2ccccc21	21	16	19	17	17	68*	13	-30
18	O=C(COc1ccc2c3c(c(=O)oc2c1)CCCC3)NCc1cccnc1	1	-13	10	-15	15	-9	1	19
19	Cc1cccc(C(=O)NC(=S)NC(C)c2ccccc2)c1 (stereo not drawn)	7	-5	0	-21	18	-3	4	6
20	Cc1cc(/C=N/Nc2ncnc(N)c2[N+](=O)[O-])c(C)n1-c1ccccc1	-12	54	-60	12	11	39	-3	-50

Jurkat NFkB inh, what is marked active above
cpd	SMILES	EBI2 antag	UBC13 polyUb	APJ antag	CCR6 antag	Jurkat NFkB inh	CXCR6 inh	697 NFkB inh
17	O=C(N1CCN(c2ccccn2)CC1)N1c2ccccc2Sc2ccccc21	21	19	17	17	68*	13	-30

The listing picks up, starting seven compounds before the break.
#	canonical_smiles	EBI2 antag	Gli-Sufu block	UBC13 polyUb	APJ antag	CCR6 antag	Jurkat NFkB inh	CXCR6 inh	697 NFkB inh
14	Cc1ccc(OCCCN2CCCC2)c(C)c1	-8	-1	-5	18	1	-2	2	2
15	COCCCNC(=O)CC1C[C@H](C(=O)N2CCCCC2)[C@@]2(C)c3[nH]c4ccc(OC)cc4c3CCN2C1=O (stereo partly drawn)	-6	2	.	.	12	.	-1	8
16	CN(C(=O)CN1C(=O)c2ccccc2S1(=O)=O)c1ccccc1C(=O)O	1	1	-10	5	1	2	1	-3
17	O=C(N1CCN(c2ccccn2)CC1)N1c2ccccc2Sc2ccccc21	21	16	19	17	17	68*	13	-30
18	O=C(COc1ccc2c3c(c(=O)oc2c1)CCCC3)NCc1cccnc1	1	-13	10	-15	15	-9	1	19
19	Cc1cccc(C(=O)NC(=S)NC(C)c2ccccc2)c1 (stereo not drawn)	7	-5	0	-21	18	-3	4	6
20	Cc1cc(/C=N/Nc2ncnc(N)c2[N+](=O)[O-])c(C)n1-c1ccccc1	-12	54	-60	12	11	39	-3	-50
21	O=C(c1nn(Cc2ccccc2)c(=O)c2ccccc12)N1CCc2ccccc2C1	13	33	5	8	23	4	12	9
22	O=C(c1cc(F)ccc1F)C1CCCN(C(=O)c2ccc3nccnc3c2)C1 (stereo not drawn)	0	-8	-2	11	15	-12	17	1
23	COc1cccc(CNC(=O)CCS(=O)(=O)c2cccs2)c1	-1	4	3	-4	5	8	-6	11
24	COc1ccc(C)cc1NC(=O)CSc1nc2ccccc2nc1N1CCCC1	18	3	-11	13	14	4	8	-34
25	CCN1CCN(S(=O)(=O)c2ccc(Cl)c(C(=O)NC3CC3)c2)CC1	-7	0	2	2	-7	3	7	8
26	CCCCNC(=O)Cc1cc(=O)[nH]c(=O)[nH]1	-5	-19	1	-3	5	1	-3	-7
27	CCCCCc1cc(=O)oc2c(C(CCN(CC)CC)c3cc(OC)c(OC)c(OC)c3)c(OC)cc(OC)c12 (stereo not drawn)	0	2	85*	9	10	25	-4	7
28	Cc1ccc(C)c(N(CC(=O)NN=C2CCN(C)CC2)S(=O)(=O)c2ccccc2)c1	-3	-2	-6	-11	12	-5	-10	17
29	O=C(NCc1ccccc1)c1ccc(CNc2c(N3CCCC3)c(=O)c2=O)cc1	2	3	-2	1	18	-8	-1	16
30	CCCCNC(=O)c1ccc(N2CCC3(CC2)OCCO3)c([N+](=O)[O-])c1	-6	-3	-17	11	11	-13	5	-1
31	CC1C(c2ccccc2)=NNc2nc3c(c(=O)n(C)c(=O)n3C)n21 (stereo not drawn)	.	-5	11	11	3	11	.	23
32	CCC(C(=O)NC1CCCC1)N(C(=O)Cn1nnc(-c2ccc(OC)c(OC)c2)n1)c1cccc(O)c1 (stereo not drawn)	5	21	5	-11	6	-8	-2	-1
33	CCCn1c(=O)c(C(=O)OCC)c(O)c2cc(Br)ccc21	-11	-15	6	5	-10	-17	-9	10
34	CCOC(=O)c1ccccc1NC(=O)CSc1nncn1C	-15	4	-4	5	-1	5	-3	10
35	Cn1c(CNS(=O)(=O)c2ccc(Cl)cc2)cc(=O)n(C)c1=O	6	.	4	13	13	11	8	6
36	Cc1cc(C)c(C)c(OCC(=O)NCCN(C)C)c1	-1	-8	-2	-23	-13	7	10	1
37	O=C(c1ccncc1)N(Cc1ccccc1)Cc1nc2ccccc2c(=O)[nH]1	-3	14	7	-10	2	-7	2	6
38	Cc1cccc(C)c1-n1c(C)cc(/C=N/NC(N)=S)c1C	18	7	-6	31	14	18	7	-10
39	CC(C)Cc1nnc(NC(=O)CSc2nc(O)c(Cc3ccccc3)c(=O)[nH]2)s1	-17	-7	-6	-29	-13	7	-4	-9
40	CCCc1nc(SCC(=O)c2ccc3c(c2)NC(=O)CO3)[nH]c(=O)c1CC	2	12	.	.	-3	.	-3	.

Entries of single compounds, looked up by structure. Order of values: EBI2 antag, Gli-Sufu block, UBC13 polyUb, APJ antag, CCR6 antag, Jurkat NFkB inh, CXCR6 inh, 697 NFkB inh
COc1ccc(C)cc1NC(=O)CSc1nc2ccccc2nc1N1CCCC1 as listed: 18, 3, -11, 13, 14, 4, 8, -34
CCCn1c(=O)c(C(=O)OCC)c(O)c2cc(Br)ccc21 as listed: -11, -15, 6, 5, -10, -17, -9, 10
O=C(c1ccncc1)N(Cc1ccccc1)Cc1nc2ccccc2c(=O)[nH]1 as listed: -3, 14, 7, -10, 2, -7, 2, 6
CCCCNC(=O)c1ccc(N2CCC3(CC2)OCCO3)c([N+](=O)[O-])c1 as listed: -6, -3, -17, 11, 11, -13, 5, -1
CCCCCc1cc(=O)oc2c(C(CCN(CC)CC)c3cc(OC)c(OC)c(OC)c3)c(OC)cc(OC)c12 (stereo not drawn) as listed: 0, 2, 85*, 9, 10, 25, -4, 7

Continuation.
#	canonical_smiles	EBI2 antag	Gli-Sufu block	UBC13 polyUb	APJ antag	CCR6 antag	Jurkat NFkB inh	CXCR6 inh	697 NFkB inh
41	COc1ccc(NC(=S)NC(=O)CC(C)C)c(OC)c1	11	-5	4	5	14	-2	8	-26
42	CCCNC(=O)Nc1nnc(C2CC2)s1	-9	-5	5	9	-3	-14	-1	-7
43	Cc1ccc(/C(N)=N/OC(=O)CN(C)S(=O)(=O)c2ccc(C)cc2)cc1	-3	-2	0	-51	-9	-3	-22	-9
44	CC(C)(C)c1cc(CCC(=O)N2CCNCC2)c(C(C)(C)C)cc1O	14	5	10	0	-2	10	9	0
45	CCOC(=O)CSc1nc(C)[nH]c1[N+](=O)[O-]	-5	-1	-4	21	10	-6	16	-3
46	CC(=O)OCC#CCSc1nc2ccccc2n1C	-12	-7	11	1	-2	14	1	-5
47	CCOC(=O)c1ccccc1NC(=O)[C@@H]1CCCN1C(=O)OC(C)(C)C	1	-1	3	13	3	18	-5	13
48	CCn1nc(C)c(NC(=O)CCSc2nc(-c3ccco3)cc(C(F)(F)F)n2)c1C	4	6	-6	6	1	2	1	5
49	O=[N+]([O-])c1cc(-c2nnc(Nc3ccccc3)c3ccccc23)ccc1N1CCOCC1	17	33	-30	22	14	-10	-2	-62
50	C/C(=N\NC(=O)c1ccco1)c1ccc(NC(=O)c2cccs2)cc1	-11	-16	-6	-12	-5	-24	-5	-19
51	CCc1cc2c(=O)n(Cc3ccco3)c(SCC(=O)N(C)C3CCS(=O)(=O)C3)nc2s1 (stereo not drawn)	5	-1	15	-11	7	4	4	-3
52	CCOC(=O)N1CCN(C(=O)CCS(=O)(=O)c2ccc(Br)s2)CC1	-7	-2	-19	-16	10	-12	-2	-24
53	O=C(O)c1cccc(NC(=O)c2ccc3c(c2)C(=O)N(C2CCCCC2)C3=O)c1	-2	-15	-16	17	14	-10	0	-88
54	O=C(Nc1ccc(F)cc1)Nn1cnnc1	2	5	9	-21	0	-13	-20	23
55	CSCCC(NC(=O)c1ccc(Cl)cc1Cl)C(=O)N1CCN(C(=O)c2ccccc2)CC1 (stereo not drawn)	-7	-6	.	.	8	.	-14	.
56	CCCc1cc(-c2n[nH]c(=S)n2CC(C)C)cs1	-4	0	13	11	11	20	-7	2
57	O=C(NC1CC1)c1ccc2c(c1)N(Cc1ccccc1)CCS2	-3	4	17	12	11	-4	8	-4
58	O=C(NCCc1ccccc1)c1ccc2c(=O)[nH]c3c(C(=O)NCC4CCCO4)sc(=S)n3c2c1 (stereo not drawn)	1	5	-27	19	24	-12	15	-21
59	COc1cc2c(cc1O)[C@@H]1Cc3cc(O)c(OC)cc3[C@H](C2)N1C	-8	26	-7	-35	-3	2	1	-9
60	CC1CCC(n2c(=S)[nH]c3ccccc3c2=O)CC1 (stereo not drawn)	12	6	6	1	-13	-8	9	-7
61	O=C(Nc1cnccn1)Nc1cccc(Cl)c1Cl	2	-12	-2	-6	2	-4	-17	-18
62	Cc1nnsc1C(=O)Nc1ccc(S(=O)(=O)N2CCCCC2)cc1	-8	19	-2	9	27	1	0	-21
63	CCN(CC(=O)Nc1cccc(OC)c1)C(=O)c1cnc(Cl)c(Cl)c1	-11	-16	-5	-8	-4	-13	2	-8
64	Cc1cc(C(=O)OCC(=O)c2ccc(Br)s2)c(C)o1	.	.	-13	10	.	-13	.	-50
65	O=C(CSc1nc(-c2ccccc2F)nc2nc[nH]c12)Nc1c(Cl)cc(Cl)cc1Cl	.	.	-10	-19	.	0	.	-7
66	O=C(Nc1cc(Cl)ccc1-n1cncn1)c1ccc([N+](=O)[O-])o1	-14	4	-8	-112	-2	11	-14	-4
67	CCOC(=O)Cc1csc(NC(=O)CC(C)(C)CC(=O)O)n1	-3	-5	2	-1	6	-8	1	8
68	CCCS(=O)(=O)N1CCN(c2cc3c(cc2[N+](=O)[O-])n(C)c(=O)n3C)CC1	-10	16	-41	-12	20	13	-3	-14
